Plk1 PBD FP – Plk1 (human) PBD binding inhibition; Plk1 PBD phosphopeptide binding, fluorescence polarization; inhibition, %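 (tested at about 20 µM)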; 97,000 compounds, 0.13% hits; in the data active = inhibition above about 34%, passing the limit was not always enough
CYP2C19 inhib – blocks human cytochrome P450 2C19. P33261. CYP2C19 Supersomes, luciferin-H EGE luminescence, 30 min. inhibition, % at 5 µM. 96,000 compounds, 21% hits;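 active = CYP2C19 inhibition above a set limit at 5 µM in the primary screen, cut at about 50% in these data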;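 also: plate controls were negative control wells for no effect and 2.5 mM tranylcypromine positive control for full effect; values of inactives mirror those of a sister screen read the other way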
Target sequence (P33261 whole entry, looked up): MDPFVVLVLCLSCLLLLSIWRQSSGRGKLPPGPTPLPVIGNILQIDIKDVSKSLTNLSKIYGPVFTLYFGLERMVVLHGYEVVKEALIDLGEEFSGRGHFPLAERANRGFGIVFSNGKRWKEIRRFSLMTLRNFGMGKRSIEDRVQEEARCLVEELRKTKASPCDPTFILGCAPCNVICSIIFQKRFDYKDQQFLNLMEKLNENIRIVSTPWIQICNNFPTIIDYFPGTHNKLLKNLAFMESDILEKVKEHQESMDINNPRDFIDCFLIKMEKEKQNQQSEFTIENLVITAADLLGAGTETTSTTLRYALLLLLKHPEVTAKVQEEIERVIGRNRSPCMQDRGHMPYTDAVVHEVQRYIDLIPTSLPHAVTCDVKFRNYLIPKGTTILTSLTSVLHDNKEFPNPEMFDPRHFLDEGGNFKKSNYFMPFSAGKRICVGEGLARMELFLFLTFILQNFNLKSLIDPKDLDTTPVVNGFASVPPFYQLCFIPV
Rev-RRE block – inhibitors of HIV-1 Rev-RRE RNA interaction. Rev peptide-RRE RNA binding, FRET. AID 704. P05866. 97,000 compounds, 0.79% hits. inhibition, % at 8 µM;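 active = inhibition above the screen-wide mean plus 3 SD, cut at about 35% in these data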;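 also: 0% = median DMSO wells and 100% = median Neomycin B control wells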
Target sequence (P05866 whole entry, looked up): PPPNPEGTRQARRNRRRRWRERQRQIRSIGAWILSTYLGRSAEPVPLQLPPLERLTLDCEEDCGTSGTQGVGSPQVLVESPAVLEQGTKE
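Test system: Cy5-tagged RRE RNA duplex with fluorescein-tagged Rev peptide | Read-out: % inhibition of FRET ratio versus controls | Probe or stimulus: Labelled Rev peptide | Incubation: 5 min RNA-compound premix plus 15 min binding step, 25 °C | Technique: FRET fluorescence readout | Benchmarks: DMSO low control, neomycin B high control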
EphB4 antag – blocks human EphB4 binding to ephrin-B2; EphB4 LBD / TNYL-RAW-Alexa532 peptide, fluorescence polarization; inhibition, % at 7 µM; 97,000 compounds, 0.15% hits; AID 720;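 active = inhibition above the screen-wide mean inhibition plus 3 SD, cut at about 15% in these data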;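 also: 0% = DMSO wells and 100% = excess unlabeled TNYL-RAW peptide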
CYP2C9 act – activators of human CYP2C9. P11712. recombinant CYP2C9, luciferin-H conversion, luminescence; active compounds read high; factor 1 = untreated enzyme, 0 = blocked. AID 1024. activation factor at 5 µM. 96,000 compounds, 1.4% hits;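 active = activation factor of 2 or more for CYP2C9 at a 5 µM dose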;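 also: 0 = sulfaphenazole-blocked wells and 1 = vehicle-only wells; values of inactives mirror those of a sister screen read the other way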
Target sequence (P11712 whole entry, looked up): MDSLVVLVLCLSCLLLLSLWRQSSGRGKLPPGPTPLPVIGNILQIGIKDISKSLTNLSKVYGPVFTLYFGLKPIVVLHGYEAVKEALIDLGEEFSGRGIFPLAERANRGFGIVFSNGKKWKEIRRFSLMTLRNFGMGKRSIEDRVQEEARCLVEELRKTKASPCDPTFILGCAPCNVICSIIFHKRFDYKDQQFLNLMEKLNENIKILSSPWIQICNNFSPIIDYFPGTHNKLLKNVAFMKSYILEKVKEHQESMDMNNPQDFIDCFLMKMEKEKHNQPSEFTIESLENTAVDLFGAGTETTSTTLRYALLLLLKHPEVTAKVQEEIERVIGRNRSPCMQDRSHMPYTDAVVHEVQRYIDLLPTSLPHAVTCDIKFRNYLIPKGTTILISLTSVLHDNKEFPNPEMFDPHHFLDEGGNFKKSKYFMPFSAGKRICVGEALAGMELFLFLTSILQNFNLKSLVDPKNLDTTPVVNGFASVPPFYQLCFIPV
CYP2C9 inh – inhibitors of human CYP2C9. inhibition, % at 5 µM. 96,000 compounds, 20% hits. P11712. CYP2C9 Supersomes, luciferin-H conversion, luminescence;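 active = blocking of liver enzyme CYP2C9 beyond about 50% at 5 µM, limit read from the data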; also: values of inactives mirror those of a sister screen read the other way
PLAP act – activators of human placental alkaline phosphatase. P05187. purified PLAP enzyme, luminescent substrate read-out; active compounds read high. activation fold at 20 µM. 96,000 compounds, 1.2% hits; in the data active = activation fold above about 2
PLK1 kinase inh – inhibitors of human PLK1 kinase. P53350. recombinant PLK1 kinase, TR-FRET peptide phosphorylation. inhibition, % at 10 µM. 97,000 compounds, 0.53% hits. AID 619;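 active = inhibition of 50% or more in the single-concentration screen; inactive = inhibition below 50%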;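 also: 0% = DMSO max control and 100% = H-89 dihydrochloride min control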
CYP2C19 activ – activators of human cytochrome P450 2C19. 96,000 tested, under 10 active. recombinant CYP2C19, luciferin-H EGE luminescence; active compounds read high; 0 = fully inhibited enzyme, 1 = untreated enzyme. activation factor at 5 µM. AID 1025;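 active = activation factor of at least 2 at 5 µM in the primary screen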;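 also: 0 = wells with 2.5 mM tranylcypromine and 1 = vehicle-only wells; values of inactives mirror those of a sister screen read the other way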
* hit, by the source's call; x = not tested or not shown.

no.	Plk1 PBD FP	CYP2C19 inhib	Rev-RRE block	EphB4 antag	CYP2C9 act	CYP2C9 inh	PLAP act	PLK1 kinase inh	CYP2C19 activ	Molecule
1	-15	12	1	1	1.1	-9	1.2	-12	0.9	O=C(NCc1ccccc1)c1ccc2c(c1)C(=O)N(CC1CCCO1)C2=O (stereo unspecified)
2	5	98*	-2	-9	0.1	91*	1.5	-14	0	Cn1c(C(=O)OC(C(=O)NC2CCCCC2)c2ccncc2)cc2sccc21 (stereo unspecified)
3	3	36	8	6	0.9	10	0.9	-3	0.6	N/N=c1\sc2ccccc2n1-c1ccccc1
4	8	-13	8	1	1.2	-17	1	-5	1.1	CC1(C)Cc2c(cnn2-c2ccccc2)C(=O)/C1=N\NC(=O)c1ccccc1N
5	x	-6	x	x	1.1	-10	1.1	x	1.1	O=S(=O)(Cc1ccccc1)Nn1cnnc1
6	x	6	x	x	0.8	22	1.7	x	0.9	NC(=O)c1c(N)sc2c1CCCC2
7	10	x	1	-1	x	x	x	-5	x	Cc1cccc(N(C(=O)c2ccc(CN3CCOCC3)o2)C(C(=O)NC2CCCCC2)c2ccc(F)cc2)c1 (stereo unspecified)
8	8	-8	3	8	1.2	-16	1	1	1.1	CCOc1ccc(Nc2nc(C)cc(C)c2C#N)cc1
9	-2	99*	10	-3	0	99*	1.6	-10	0	COc1ccc(N(CC(=O)Nc2ccc3c(c2)OCO3)S(=O)(=O)c2ccccc2)c(OC)c1
10	1	49	2	-3	1.1	-6	1.3	2	0.5	COc1ccc(S(=O)(=O)N2CCCN(CCC(=O)Nc3cccc(C(F)(F)F)c3)CC2)cc1
11	-11	9	1	-4	1	0	1.1	-13	0.9	CS(=O)(=O)N1CCC(C(=O)NCCc2ccccc2)CC1
12	-19	-2	5	-3	1.1	-12	1	-14	1	O=C(O)CCc1n[nH]c(=S)[nH]c1=O
13	9	13	-2	-2	0.8	17	1	-10	0.9	CC(C)(C)c1cnnn1-c1ccc(NC(=O)c2ccc(Br)o2)cc1
14	-12	53*	1	-1	0.8	16	0.8	-8	0.5	Cn1nc(-c2ccc(N3CCOCC3)c(NS(=O)(=O)c3ccccc3)c2)c2ccccc2c1=O
15	-14	x	8	4	x	x	x	-5	x	COc1ccc(-n2c3c(cc(C(=O)Nc4ccc(C)cc4)c2=O)C(=O)CCC3)cc1
16	32	6	3	6	0.9	13	1.3	-11	0.9	CC1CC(C)CN(CCCNC(=O)c2ccc(CS(=O)(=O)Cc3ccccc3F)o2)C1 (stereo unspecified)
17	-1	80*	12	-1	0.1	86*	1.1	-10	0.2	CC(C)c1ccc(NC(=O)COc2nnc(-c3cccs3)c(-c3cccs3)n2)cc1
18	-15	-2	0	2	0.9	5	0.9	0	1	COc1ccc(NC(=O)CC2Oc3ccc(C)cc3NC2=O)cc1 (stereo unspecified)
19	20	81*	-1	-5	4.5*	-346	1.3	-10	0.2	CCOC(=O)C1CCCN(S(=O)(=O)c2cccc3cccnc23)C1 (stereo unspecified)
20	-12	23	7	-2	1	-4	1	-14	0.8	COc1cc(C(=O)N2CCN(C(=O)C3CC3)CC2)cc(OC)c1OC
21	-11	12	3	-2	1.1	-6	1.2	-14	0.9	COc1ccccc1NC(=O)C(=O)N1N=C(C(C)C)CC1(O)C(F)(F)F (stereo unspecified)
22	-30	10	1	4	0.1	94*	1	-15	0.9	O=C(CSc1nc2ccccc2c(=O)n1NC(=O)Cc1ccccc1)NCCc1ccccc1
23	15	-7	9	-10	0.9	10	1.1	-5	1.1	O=C1C2ON(c3ccccc3)C(c3ccccc3F)C2C(=O)N1c1ccccc1 (stereo unspecified)
24	-1	64*	-2	-4	0	98*	1.5	-13	0.4	COc1ccc(Cn2c(CCC(=O)Nc3ccc(C)c(C)c3)nc3cccnc32)cc1
25	x	-8	x	x	1	4	1.1	x	1.1	[O-]/[N+](=C/c1cccnc1)c1ccc(Br)cc1
26	-3	71*	x	x	1.1	-6	0.8	-10	0.3	CCOC(=O)N1CCN(C(=O)c2cc(C)no2)CC1
27	x	35	x	x	1.1	-12	1	x	0.6	COc1ccc(/C(CC2(O)C(=O)Nc3ccccc32)=N\O)cc1 (stereo unspecified)
28	15	100*	-4	-2	x	x	x	8	0	c1ccc(CSCCc2ccncc2)cc1
29	x	2	x	x	1.1	-12	0.8	x	1	COC(=O)c1ccc2[nH]c(C)c(CN3CCCC3)c(=O)c2c1
30	-14	7	8	9	1	-1	0.9	-2	0.9	Cc1cc(NC(=O)C2CC(c3cccc(Br)c3)=NO2)no1 (stereo unspecified)
31	5	1	11	2	0.9	6	0.9	-12	1	c1ccc(C2=NCCCN2)cc1
32	12	57*	-1	-2	1.3	-29	1	-4	0.4	COc1cccc2c(=O)n(CC(=O)N3CCCCCC3)ccc12
33	-23	61*	2	-2	1	5	1	-11	0.4	COc1cc(C(=S)N2CCCC2)cc(OC)c1O
34	-18	6	4	-1	1	-1	1	-6	0.9	COC(=O)c1ccc(CN2CCN(Cc3ccc(C(=O)OC)o3)CC2)o1
35	5	-20	2	-1	1.1	-12	1.2	-9	1.2	O=C(CN1CCN(Cc2cccc(Cl)c2)C1=O)NCc1ccccn1
36	4	2	47*	6	1.1	-11	1.1	-7	1	Cc1c(-c2ccccc2)cn2c1-c1ccc(C)n1CC2
37	47	0	1	4	0.7	26	0.9	-18	1	O=C(CCC1CCCC1)c1c(O)c2ccccc2oc1=O
38	21	-10	2	-8	0.9	9	1	-15	1.1	CC1CCCCN1C(=O)Cn1c(=O)n(CCC(=O)NCc2ccco2)c(=O)c2sccc21 (stereo unspecified)
39	27	-11	8	3	1.1	-6	1.5	-9	1.1	CC(=O)Nc1ccc(NC2(C)C(=O)c3ccccc3C2=O)cc1
40	6	-5	6	4	1	-3	1.4	-8	1.1	O=C(CCC1CCCC1)N1CCN(C(=O)COc2ccccc2)CC1
41	-7	19	7	5	0.5	50	0.9	-4	0.8	CN(C)C(/C=C/Nc1ccccc1F)=C(C#N)C#N
42	-13	-2	7	3	0.9	6	1	-8	1	CC(NC(=O)c1ccc(N2CCCC2=O)cc1)c1ccccc1 (stereo unspecified)
43	15	40	7	6	0.1	90*	1.1	0	0.6	CC1CCc2c(nc3ncnn3c2N2CCN(c3ccccc3)CC2)C1 (stereo unspecified)
44	5	8	1	1	0.9	8	0.9	-8	0.9	O=C(CSc1nc(-c2ccco2)cc(C(F)(F)F)n1)NCc1cccs1
45	3	21	6	3	1	-4	0.9	-9	0.8	CC(C)NC(=O)CCCc1ccccc1
46	-3	3	-7	-7	1	-2	0.9	-12	1	CC1(C)CC(=O)C2=C(C1)OC1=C(C(=O)CC(C)(C)C1)C2c1ccccc1
47	-13	-12	7	10	1	5	1	-1	1.1	O=C(CSCc1ccc(Cl)cc1)N/N=C/c1ccc(OCC(=O)Nc2ccccc2)cc1
48	-16	96*	1	8	0	100*	1.7	-5	0	COc1ccc2cc(CN(CCc3ccccc3)Cc3nnnn3Cc3ccco3)c(=O)[nH]c2c1
49	5	44	5	-1	0.4	56*	1.9	-11	0.6	COc1ccc(-c2nnc(SC(C)C(=O)Nc3nccs3)n2Cc2ccccc2)cc1OC (stereo unspecified)
50	23	2	4	-9	1.1	-11	1	3	1	COc1cc(OC)cc(C(=O)Nc2ncc3c(n2)CC(C)CC3=O)c1 (stereo unspecified)
51	-10	-1	2	-6	0.9	8	1.3	0	1	CCN(CC)CCN1C(=O)C(=O)/C(=C(/O)c2c(C)[nH]c(C(=O)OC)c2C)C1c1ccco1 (stereo unspecified)
52	-3	2	8	2	1	2	1	-4	1	O=C(/C=C/c1ccccc1F)c1ccoc1
53	-17	11	4	-5	0.4	62*	0.9	-3	0.9	O[C@@H]1C2CCCC1[C@]1(O)CCCCC1C2 (stereo partly specified)
54	12	4	0	-6	1	2	1.5	7	1	CCOC(=O)C(=O)Nc1nc(-c2ccccc2)c(CC)s1
55	-20	66*	10	-1	0.5	50*	2.3*	-13	0.3	Cn1c(C(=O)NCCCN2CCN(c3ccccc3F)CC2)cc2c(=O)n(C)c3ccccc3c21
56	1	34	1	-2	0.8	15	1.2	-8	0.7	CSc1ccc(NC(=O)NCCN2CCc3ccccc3C2)cc1
57	37	25	0	-11	1.3	-28	0.9	-1	0.8	Cc1ccc(S(=O)(=O)N2CC(=NO)C2)cc1
58	8	0	0	-5	0.9	12	1.4	-14	1	COc1ccc(-c2nc(CS(=O)CC(=O)NCC3CCCO3)c(C)o2)cc1 (stereo unspecified)
59	2	66*	0	-5	0.2	80*	1.7	-5	0.3	Cc1ccc(C)c(N(CC(=O)NC2CCCCC2)C(=O)CCC(=O)Nc2ccccn2)c1
60	-8	-3	15	-4	0.9	8	0.9	38	1	Cn1c(=O)c2c(SC3CCCC3)nc(C3CC3)nc2n(C)c1=O
61	0	0	8	-7	0.9	8	0.9	-8	1	COc1ccc(C(N)=O)cc1NC(=O)c1cccc(F)c1
62	-5	91*	0	-7	0.6	44	0.9	-4	0.1	COc1ccc(N(CC(=O)NCc2ccccc2)S(=O)(=O)c2c(C)noc2C)cc1
63	-15	x	-1	2	x	x	x	2	x	COc1ccc(C2CC(c3cccs3)n3nc(N)nc3N2)cc1 (stereo unspecified)

Three of the entries above in order of the EphB4 antag value, largest number first:
no.	Plk1 PBD FP	CYP2C19 inhib	Rev-RRE block	EphB4 antag	CYP2C9 act	CYP2C9 inh	PLAP act	PLK1 kinase inh	CYP2C19 activ	Molecule
35	5	-20	2	-1	1.1	-12	1.2	-9	1.2	O=C(CN1CCN(Cc2cccc(Cl)c2)C1=O)NCc1ccccn1
20	-12	23	7	-2	1	-4	1	-14	0.8	COc1cc(C(=O)N2CCN(C(=O)C3CC3)CC2)cc(OC)c1OC
12	-19	-2	5	-3	1.1	-12	1	-14	1	O=C(O)CCc1n[nH]c(=S)[nH]c1=O

Entries listed so far containing a furan ring, fused or not (9):
no.	Plk1 PBD FP	CYP2C19 inhib	Rev-RRE block	EphB4 antag	CYP2C9 act	CYP2C9 inh	PLAP act	PLK1 kinase inh	CYP2C19 activ	Molecule
7	10	x	1	-1	x	x	x	-5	x	Cc1cccc(N(C(=O)c2ccc(CN3CCOCC3)o2)C(C(=O)NC2CCCCC2)c2ccc(F)cc2)c1 (stereo unspecified)
13	9	13	-2	-2	0.8	17	1	-10	0.9	CC(C)(C)c1cnnn1-c1ccc(NC(=O)c2ccc(Br)o2)cc1
16	32	6	3	6	0.9	13	1.3	-11	0.9	CC1CC(C)CN(CCCNC(=O)c2ccc(CS(=O)(=O)Cc3ccccc3F)o2)C1 (stereo unspecified)
34	-18	6	4	-1	1	-1	1	-6	0.9	COC(=O)c1ccc(CN2CCN(Cc3ccc(C(=O)OC)o3)CC2)o1
38	21	-10	2	-8	0.9	9	1	-15	1.1	CC1CCCCN1C(=O)Cn1c(=O)n(CCC(=O)NCc2ccco2)c(=O)c2sccc21 (stereo unspecified)
44	5	8	1	1	0.9	8	0.9	-8	0.9	O=C(CSc1nc(-c2ccco2)cc(C(F)(F)F)n1)NCc1cccs1
48	-16	96*	1	8	0	100*	1.7	-5	0	COc1ccc2cc(CN(CCc3ccccc3)Cc3nnnn3Cc3ccco3)c(=O)[nH]c2c1
51	-10	-1	2	-6	0.9	8	1.3	0	1	CCN(CC)CCN1C(=O)C(=O)/C(=C(/O)c2c(C)[nH]c(C(=O)OC)c2C)C1c1ccco1 (stereo unspecified)
52	-3	2	8	2	1	2	1	-4	1	O=C(/C=C/c1ccccc1F)c1ccoc1

Compound activity (PubChem BioAssay)

Hits appear at their usual frequency; 29% or so of the library scored in one or more.
